High-throughput results (PubChem BioAssay)
PAFAH1B2 inh: PAFAH1B2 enzyme inhibitors, primary screen, biochemical, fluorescence polarization, human; Platelet-activating factor acetylhydrolase IB subunit alpha2 (Homo sapiens), P68402; recombinant PAFAH1B2, FP-rhodamine activity probe; AID 492953, 2010; 340,000 tested, 1.2% active; inhibition, % at 3.39 µM;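 active means inhibition above the mean of all tested compounds plus 3 SD, cut at about 24% in these data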;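 further: 0% = enzyme with DMSO and 100% = wells lacking PAFAH1B2; many of its hits are not listed in these tables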
Target sequence (P68402 whole entry, looked up): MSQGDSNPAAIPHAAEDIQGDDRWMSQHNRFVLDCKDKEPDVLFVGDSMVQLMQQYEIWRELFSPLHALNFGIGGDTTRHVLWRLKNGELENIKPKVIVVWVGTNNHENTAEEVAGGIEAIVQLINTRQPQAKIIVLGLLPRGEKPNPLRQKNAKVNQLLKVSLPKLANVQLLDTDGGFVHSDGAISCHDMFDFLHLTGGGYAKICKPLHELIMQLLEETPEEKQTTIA
PAD4 inh: human PAD4 inhibitors, primary screen, biochemical, fluorescence polarization, 1536-well format; AID 485272, 2010; inhibition, % at 6.36 µM; 330,000 tested, 0.41% active; recombinant PAD4, RCA probe fluorescence polarization; Protein-arginine deiminase type-4 (Homo sapiens), Q9UM07;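 active means percent inhibition above a cutoff equal to the mean of all tested compounds plus 3 SD, cut at about 15% in these data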;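 further: 0% = PAD4 with RCA probe and DMSO and 100% = probe without PAD4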
GSTO1 inh: inhibitors of recombinant GSTO1, primary screen, counter-screen for RBBP9 inhibitor project, biochemical, fluorescence polarization; activity-based probe fluorescence polarization; Glutathione S-transferase omega-1 (Homo sapiens), P78417; inhibition, % at 5.96 µM; 300,000 tested, 1.1% active;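 active means inhibition above the campaign mean inhibition plus 3 SD, cut at about 35% in these data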;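 further: 0% = GSTO1-1 with DMSO and 100% = wells lacking GSTO1-1 enzyme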
PREPL inh: PREPL enzyme inhibitors, primary screen, biochemical, fluorescence polarization | Prolyl endopeptidase-like (Homo sapiens), Q4J6C6 | recombinant PREPL, fluorescence polarization activity-based probe | inhibition, % at 5.96 µM | 320,000 tested, 0.68% active | AID 2751, 2010; in the data active means inhibition above about 43%;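 further: 0% = enzyme with DMSO and 100% = wells lacking enzyme; many of its hits are not listed in these tables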
PME-1 primary: PME-1 inhibitors via competitive probe labeling, primary screen, biochemical, fluorescence polarization, FP-Rh probe, HTS; recombinant PME-1; inhibition, % at 5.9 µM; 320,000 tested, 0.53% active; AID 2130, 2009;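 active means inhibition above the campaign mean of all compounds plus 3 SD, cut at about 26% in these data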;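 further: competitive labeling of PME-1 active site by serine hydrolase directed probe; 0% = PME-1 with DMSO and 100% = wells lacking PME-1 enzyme; inhibitors block probe labeling so polarization falls and inhibition rises; many of its hits are not listed in these tables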
pPAFAH inh: pPAFAH enzyme inhibitors, primary screen, biochemical, fluorescence polarization, human | recombinant pPAFAH, FP-rhodamine probe fluorescence polarization | 330,000 tested, 1.5% active | Platelet-activating factor acetylhydrolase (Homo sapiens), Q13093 | inhibition, % at 3.39 µM;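 active means inhibition above the mean inhibition across the screen plus 3 SD, cut at about 25% in these data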;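 further: inhibitors block binding of the rhodamine activity-based probe so polarization drops; 0% = enzyme with DMSO and 100% = wells lacking pPAFAH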
Target sequence (Q13093 whole entry, looked up): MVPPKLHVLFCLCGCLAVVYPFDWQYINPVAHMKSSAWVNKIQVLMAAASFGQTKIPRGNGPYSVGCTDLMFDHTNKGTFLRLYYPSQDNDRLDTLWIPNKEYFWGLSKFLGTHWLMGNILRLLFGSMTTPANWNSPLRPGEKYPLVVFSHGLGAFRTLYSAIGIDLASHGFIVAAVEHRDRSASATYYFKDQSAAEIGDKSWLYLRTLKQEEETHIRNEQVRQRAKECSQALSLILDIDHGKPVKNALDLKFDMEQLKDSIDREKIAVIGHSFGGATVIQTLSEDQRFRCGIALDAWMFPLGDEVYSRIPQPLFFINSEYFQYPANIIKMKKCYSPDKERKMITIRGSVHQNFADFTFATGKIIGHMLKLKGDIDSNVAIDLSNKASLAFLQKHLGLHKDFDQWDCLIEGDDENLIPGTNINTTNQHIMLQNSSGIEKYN
PAFAH1B3 FP inh: PAFAH1B3 enzyme inhibitors, primary screen, biochemical, fluorescence polarization, human | recombinant PAFAH1B3, FP-rhodamine probe | inhibition, % at 3.39 µM | 340,000 tested, 0.28% active;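 active means inhibition above the screen-wide average of all tested compounds plus 3 SD, cut at about 25% in these data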;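 further: 0% = enzyme with DMSO only and 100% = wells lacking PAFAH1B3 protein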
LYPLA2 counter: LYPLA2 inhibitors, primary screen, counter-screen for PME1 inhibitor project, biochemical, fluorescence polarization, FP-Rh probe ABPP | Acyl-protein thioesterase 2 (Homo sapiens), O95372 | recombinant LYPLA2 | inhibition, % at 5.9 µM | 320,000 tested, 0.38% active | AID 2177, 2009;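 active means inhibition above the screen-wide mean plus 3 SD, limit set per campaign, cut at about 26% in these data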;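 further: 0% = LYPLA2 with DMSO and 100% = wells lacking LYPLA2 enzyme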
LYPLA1 counter: LYPLA1 inhibitors, primary screen, counter-screen for PME1 inhibitor project, biochemical, fluorescence polarization, FP-Rh probe ABPP | 320,000 tested, 0.16% active | Acyl-protein thioesterase 1 (Homo sapiens), O75608 | AID 2174, 2009 | recombinant LYPLA1 | inhibition, % at 5.9 µM;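 active means inhibition above the mean of all tested compounds plus 3 SD, set per campaign, cut at about 14% in these data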;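 further: inhibitors block serine hydrolase probe labeling of LYPLA1 so polarization falls; 0% = enzyme with DMSO and 100% = wells lacking LYPLA1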
Target sequence (O75608 whole entry, looked up): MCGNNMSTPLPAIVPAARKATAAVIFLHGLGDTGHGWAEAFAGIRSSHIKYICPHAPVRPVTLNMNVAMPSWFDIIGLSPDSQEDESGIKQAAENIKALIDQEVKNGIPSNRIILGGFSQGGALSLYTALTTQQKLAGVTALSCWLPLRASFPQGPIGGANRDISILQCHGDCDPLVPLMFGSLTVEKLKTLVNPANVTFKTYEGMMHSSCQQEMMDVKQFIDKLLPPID
The depositor's hits bear a star; . = not tested or not shown; & = joins results of further samples; ! = a repeat was not active.

The opening two entries, ahead of the listing:
SMILES	PAFAH1B2 inh	PAD4 inh	GSTO1 inh	PREPL inh	PME-1 primary	pPAFAH inh	PAFAH1B3 FP inh	LYPLA2 counter	LYPLA1 counter
O=C1NC(=O)N(Cc2ccccc2)C(=O)/C1=C/c1cnc(-c2ccccc2)nc1	-3	-7	1	2	-4	7	-1	1	3
CSc1ccc(CNC2CN3CCC2CC3)cc1 (centres undefined)	4	4	4	20	-9	2	2	5	1

Results, previewed entries included:
SMILES	PAFAH1B2 inh	PAD4 inh	GSTO1 inh	PREPL inh	PME-1 primary	pPAFAH inh	PAFAH1B3 FP inh	LYPLA2 counter	LYPLA1 counter
O=C1NC(=O)N(Cc2ccccc2)C(=O)/C1=C/c1cnc(-c2ccccc2)nc1	-3	-7	1	2	-4	7	-1	1	3
CSc1ccc(CNC2CN3CCC2CC3)cc1 (centres undefined)	4	4	4	20	-9	2	2	5	1
COC(=O)C1=C(c2ccc(F)cc2F)C[C@@H]2CC[C@H]1N2C(=O)NC(C)C	10	0	.	9	5	1	-3	2	0
COc1cc(C(=O)OC2C[C@H]3CC[C@@H](C2)N3)ccc1O (some centres undefined)	4	-1	9	7	1	3	12	11	2
CCN(CC)C(=O)c1ccc(NC(=O)Cn2nc(C)c3ccccc3c2=O)cc1	-2	-3	7	3	1	2	5	0	0
CC(C)(C)n1cccc1/C=C1\C(=O)NC(=O)N(c2ccccc2)C1=O	9	1	4	5	4	2	-2	2	1
CCCCOC(=O)COc1cc(C)cc2oc(=O)c3c(c12)CCC3	1	-2	4	-2	2	2	3	-4	-3
Cc1ccc(S(=O)(=O)N2CCCC(C(=O)N3CCC4(CC3)OCCO4)C2)cc1 (centres undefined)	4	-4	-1	8	5	1	3	5	0
CNC(=O)N(C)c1nnc(C(C)(C)C)s1	2	-1	-4	4	11	-2	2	13	6
CC1CN(CC(=O)c2ccccc2Cl)CC(C)O1 (centres undefined)	0	-1	2	4	7	-9	14	-11	-4
O=C(CN1CCOCC1)c1ccc2cc[nH]c2c1	-1	-1	-1	5	-7	0	2	2	5
COc1cc(CN=Cc2c(O)n(C(C)(C)C)c(=O)[nH]c2=O)cc(OC)c1	0	5	2	0	1	5	4	7	2
CCN(CC)S(=O)(=O)N1CCC(C(=O)N2CCC3(CC2)OCCO3)CC1	2	2	1	-2	-3	4	1	7	-2
CCOC(=O)[C@@]1(C#N)[C@@H]2C=CC(C(N)=O)=CN2[C@@H](C(N)=O)[C@@H]1c1cccc(Cl)c1	4	-1	8	6	4	9	11	-4	1
COC(=O)C1=C(c2ccc(Cl)c(C(F)(F)F)c2)C[C@@H]2CC[C@H]1N2C(=O)NCc1ccco1	0	-1	.	7	-3	5	7	-2	-1
Cc1ccc(C)c(NC2=NCCCS2)c1	0	2	4	0	-2	4	-6	5	7
CC12CCCCC1=[N+]([O-])CN2O (centres undefined)	4	5	-2	-9	-5	2	7	-4	5
CCCCn1c(O)c(/C=N/N2CCCCC2c2cccnc2)c(=O)[nH]c1=S (centres undefined)	1	-4	5	12	-3	0	-8	-3	-6
COC(=O)C1=C(c2cccc(OCc3ccccc3)c2)C[C@@H]2CC[C@H]1N2C(=O)NCc1ccc([N+](=O)[O-])cc1	14	4	.	19	-3	4	8	-4	-4
CCC(CC)C1C(C#N)=C(N)Oc2c1c(=O)oc1ccccc21 (centres undefined)	7	-3	17	-9	-3	4	5	4	-4
N#Cc1ccccc1Cn1cc(C(=O)c2ccco2)c2ccccc21	-2	-3	-6	-52	5	72*	2	-3	-5
CCOC(=O)C1(CCc2ccccc2)CCN(CC(O)CO)CC1 (centres undefined)	4	-4	9	-13	2	0	7	5	5
CC(O)(CS(=O)(=O)c1ccccc1)C(=O)Nc1cccc(C(F)(F)F)c1 (centres undefined)	8	-1	0	17	-4	0	0	8	0
Nc1c(C(=O)OC2CCCCC2)c2nc3ccccc3nc2n1CC1CCCO1 (centres undefined)	5	-13	42*	8	5	8	9	4	-4
O=C1NC(=O)N(Cc2ccco2)C(=O)/C1=C/c1cccn1CCOc1ccccc1Cl	15	-7	11	-14	51*	26*	6	-5	-4
COc1ccc(C(=O)NC(=S)N2C[C@H]3C[C@H](C2)c2cccc(=O)n2C3)cc1OC	4	-1	-2	2	1	1	7	1	4
COC(=O)C(c1ccccc1)N1CCCCCC1 (centres undefined)	4	2	6	1	-1	1	1	5	1
COC(=O)C(O)(c1ccc2c(c1)CCCN2)C(F)(F)F (centres undefined)	-5	-1	-2	2	-2	-1	0	-3	1
COc1ccc(CCNCc2sccc2C)cc1	-3	-2	3	-29	-2	-1	10	-1	0
O=C1OC(c2ccc([N+](=O)[O-])cc2)=N/C1=C/N1CC2CC(C1)c1cccc(=O)n1C2 (centres undefined)	6	-2	7	-2	-2	7	3	0	-2
Cc1ccc(Cn2nc(C(=O)Nc3ccc(Br)cc3)cc2C)cc1	-1	0	-6	13	-16	-2	3	-3	-9
CCCC(C)C1(CC)C(=O)NC(=Nc2ccc(F)cc2)NC1=O (centres undefined)	7	-10	4	10	1	-1	2	-4	3
O=C1NC(=O)C(=Cc2cc(Cl)ccc2OCc2ccc(C(=O)O)cc2)C(=O)N1	0	-4	12	-3	0	0	5	1	1
COc1ccc(CN2CCN(C(=O)Cc3ccccc3)CC2)c(OC)c1	4	8	4	13	10	2	-1	9	5
COc1ccc(C2=NCC(=O)N(CC(=O)NCc3ccco3)c3sc4c(c32)CCCC4)cc1	-2	-7	5	28	-1	-3	-4	-8	-1
CCCOP(=O)(OCCC)C(NC(=O)c1ccccc1)=C(Cl)Cl	0	-3	4	-4	0	2	13	3	0
COC(=O)N(C)c1ccc(C(O)(C(=O)OC)C(F)(F)F)cc1 (centres undefined)	4	-6	4	15	-3	3	4	-4	-1
CC(=O)N(C1=NCCCS1)c1ccccc1F	2	0	4	15	-8	-6	6	2	1
O=C(C1CCCN(c2nnc(-n3cccc3)s2)C1)N1CCC2(CC1)OCCO2 (centres undefined)	0	-1	-2	20	5	2	11	14	5
CN1CCN(c2ccc([N+](=O)[O-])cc2Cl)CC1	-3	-5	2	-4	1	3	8	2	-1
CCN1CCN(c2cc(N3CCCC3)c(F)cc2[N+](=O)[O-])CC1	2	-3	2	12	5	7	12	-4	5
CCOC(=O)C1CCN(/C=C2/C(=O)NC(=S)N(c3cccc(OC)c3)C2=O)CC1	3	-3	3	7	-3	6	9	1	3
COC(=O)C1=C(c2ccc(OCc3ccccc3)cc2)C[C@@H]2CC[C@H]1N2C(=O)NCc1ccc([N+](=O)[O-])cc1	20	1	.	1	.	24	-1	.	.
O=C1/C(=C\c2ccc(Cl)cc2Cl)N2CCC1CC2	.	-5	7	-3	-1	1	.	1	0
CCOc1cc(CN2CCN(C(=O)Cc3ccccc3)CC2)ccc1OC	6	3	8	5	1	1	8	-1	-2
CCOc1ccccc1-n1c(O)c(C=NCCCN(CC)CC)c(=O)[nH]c1=O	-3	-6	10	1	1	6	-1	-5	1
COc1ccc2c(c1O)-c1c(OC)c(OC)cc3c1[C@H](C2)N(C)CC3	0	-3	5	0	6	1	10	5	7
CC(C)OCCCNC(=O)c1c(N)n(Cc2cccs2)c2nc3ccccc3nc12	-1	52*	60*	12	22	14	-3	12	1
NC(=O)c1cn(C2CCCCC2)c2ccccc2c1=O	4	-2	4	-3	2	1	-3	2	-1
CCc1ccc2nc(N3CCC(C(=O)N4CCC5(CC4)OCCO5)CC3)sc2c1	1	5	7	12	3	29*	4	-1	-1
COc1ccc2c3c1O[C@H]1C(=O)CC[C@H]4[C@@H](C2)N(C)CC[C@]314	-3	-2	.	5	.	2	2	.	.
O=S(=O)(c1ccc(F)cc1)N1CCCCC1c1cccnc1 (centres undefined)	6	1	13	0	-1	4	6	1	-1
CCOP(=O)(C(NC(=O)c1ccccc1Cl)=C(Cl)Cl)c1ccccc1 (centres undefined)	0	-7	2	3	2	4	6	6	1
O=C(C(=O)N1CCOCC1)c1cn(CCCOc2ccccc2)c2ccccc12	0	1	10	18	2	6	7	-5	0
O=c1c2ccccc2nc(-c2ccco2)n1-c1ccc(Br)cc1	0	1	-5	-2	3	3	-6	1	1
Cc1ccc2nsnc2c1-n1c(C)nc2ccccc2c1=O	4	-11	-3	11	-4	-6	-4	2	1
CCc1cc(=O)oc2c(C)c(OCC(=O)N3C[C@H]4C[C@@H](C3)c3cccc(=O)n3C4)ccc12	2	3	1	-1	1	1	-3	-3	-1
O=C(CN1C(=O)COc2ccccc21)N1CCC2(CC1)OCCO2	4	1	3	4	-1	3	2	11	4
CCCCn1c(=O)c(C=Nc2cccnc2Cl)c(O)n(CCCCl)c1=O	1	-1	7	-1	1	-1	7	-4	-1
CC(Cc1ccccc1Sc1ccc(O)cc1)N(C)C (centres undefined)	2	-4	7	0	-6	6	-1	2	1
New compounds follow.
SMILES	PAFAH1B2 inh	PAD4 inh	GSTO1 inh	PREPL inh	PME-1 primary	pPAFAH inh	PAFAH1B3 FP inh	LYPLA2 counter	LYPLA1 counter
C=CC1CN2CCC1CC2C(OC(C)=O)c1ccnc2ccc(OC)cc12 (centres undefined)	8	-3	-11	7	-3	2	7	-4	1
O=c1[nH]c(=O)n(-c2ccc(Cl)cc2)c(O)c1C=NCCN1CCCCC1	1	-7	-4	15	-3	-2	4	-7	0
Cn1c(N2CCNCC2)nc2ccccc21	2	3	3	3	0	-3	0	7	1
FC(F)(F)c1ccccc1N1CC1c1ccncc1 (centres undefined)	2	1	-3	7	-1	0	5	4	2
COC(=O)C1=C(c2ccc3ccccc3c2)C[C@@H]2CC[C@H]1N2C(=O)NCCO	-6	0	.	5	6	2	0	6	1
CCN(CC)c1ccc(N=Cc2c(O)n(-c3ccc(Cl)cc3)c(=O)[nH]c2=O)cc1	6	-9	-7	20	2	2	6	-3	-4
COC(=O)C1=C(c2ccc(F)cc2OCc2ccccc2)C[C@@H]2CC[C@H]1N2C(=O)NCc1ccc(OC)cc1	5	0	.	9	-5	-1	1	-1	-1
CN(C)C(=O)Oc1ccc2c(c1)O/C(=C\c1ccccc1)C2=O	4	3	5	15	3	2	7	10	2
Cc1cc(O)c2c(C)c(CC(=O)N3C[C@H]4C[C@@H](C3)c3cccc(=O)n3C4)c(=O)oc2c1	4	4	2	13	1	0	7	2	4
COC(=O)C1=C(c2ccc(Cl)c(C(F)(F)F)c2)C[C@@H]2CC[C@H]1N2C(=O)NCCOc1ccccc1Cl	1	0	.	4	-6	3	2	-7	-2
CCOC(=O)c1cn2nc(OP(=S)(OCC)OCC)cc2nc1C	2	-2	14	0	-1	4	1	2	-1
CC[C@@H](CO)NC(=O)[C@@H]1C=C2c3cccc4c3c(cn4C)C[C@H]2N(C)C1	6&6	22*!	48*!	54*!	5&-2&3	16&3&9	16&8	10&-3&9	6&-4&6
Cc1[nH]c2ccccc2c1CCNCc1cccnc1	1	-1	-1	-6	-4	5	11	6	4

Some of the compounds tested. The share of hits here may be higher or lower than overall.
